PP5 inh = PP5 phosphatase inhibitors, primary screen, biochemical, fluorescence; Serine/threonine-protein phosphatase 5 (Homo sapiens), P53041; purified PP5c, OMFP substrate fluorescence; inhibition, % at 6.7 µM; hit rate 0.18% among 320,000; AID 1987, 2009;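 active = inhibition above the campaign's mean inhibition across all tested compounds plus 3 SD, cut at about 9.5% in these data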;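 also: 0% = DMSO only and 100% = 100 µM cantharidin control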
TPT1 inh = Candida albicans TPT1 enzyme inhibitors, primary screen, biochemical, fluorescence polarization. tRNA 2'-phosphotransferase TPT1 (Candida albicans SC5314). recombinant caTPT1, FP RNA substrate dephosphorylation. inhibition, % at 5 µM. hit rate 0.81% among 300,000;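 active = inhibition above the mean of all tested compounds plus 3 SD, set per screening campaign, cut at about 24% in these data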;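 also: plate controls were DMSO alone for no effect and ferristatin control at 100 nM for full effect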
AHR act = AHR activators, primary screen, cell-based, luminescence, luciferase reporter, human; Aryl hydrocarbon receptor (Homo sapiens), P35869; AHR-responsive luciferase reporter cells; activation, % at 5 µM; hit rate 2.5% among 320,000; AID 2796, 2010; in the data active = activation above about 47%;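 also: 0% = vehicle wells and 100% = reference agonist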
Target sequence (P35869 whole entry, looked up): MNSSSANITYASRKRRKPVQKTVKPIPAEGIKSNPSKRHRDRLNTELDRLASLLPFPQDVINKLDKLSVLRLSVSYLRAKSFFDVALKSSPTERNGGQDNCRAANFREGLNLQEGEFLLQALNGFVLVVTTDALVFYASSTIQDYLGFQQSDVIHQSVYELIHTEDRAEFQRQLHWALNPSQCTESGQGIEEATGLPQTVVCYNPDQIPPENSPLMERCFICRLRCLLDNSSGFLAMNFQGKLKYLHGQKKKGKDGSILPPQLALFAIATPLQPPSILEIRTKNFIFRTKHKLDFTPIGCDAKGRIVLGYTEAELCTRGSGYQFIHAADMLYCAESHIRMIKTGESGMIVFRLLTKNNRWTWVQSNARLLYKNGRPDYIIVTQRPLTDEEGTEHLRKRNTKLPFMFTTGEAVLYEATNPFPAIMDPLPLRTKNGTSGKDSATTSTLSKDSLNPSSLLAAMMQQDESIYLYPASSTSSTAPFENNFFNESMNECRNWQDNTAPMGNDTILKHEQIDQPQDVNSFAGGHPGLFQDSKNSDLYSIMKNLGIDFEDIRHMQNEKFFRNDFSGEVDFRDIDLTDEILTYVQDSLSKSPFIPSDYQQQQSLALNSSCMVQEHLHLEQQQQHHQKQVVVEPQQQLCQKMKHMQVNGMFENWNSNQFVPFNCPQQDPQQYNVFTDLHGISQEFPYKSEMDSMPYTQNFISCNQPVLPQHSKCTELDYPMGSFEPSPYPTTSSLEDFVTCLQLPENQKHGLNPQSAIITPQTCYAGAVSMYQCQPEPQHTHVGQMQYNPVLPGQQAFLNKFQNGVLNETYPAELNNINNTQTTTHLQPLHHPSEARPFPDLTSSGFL
proCasp7 act = procaspase-7 activators, primary screen, counter-screen for procaspase-3 activator project, biochemical, absorbance, HTS, human | Caspase-7 (Homo sapiens), P55210 | recombinant procaspase-7, Ac-DEVD-pNA absorbance 405 nm; D23A/D198A/D206A triple mutant, cannot self-cleave; scale: DMSO 0, 5 µM enzyme 100 | activation, % at 8.5 µM | hit rate 0.093% among 330,000 | AID 463210, 2010;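 active = percent activation above the screen-wide mean plus 3 SD, cut at about 25% in these data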
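Replicates: singlicate. Assay system: Procaspase-7 triple mutant (PC-7 D3A). Signal: 405 nm absorbance of p-nitroaniline. Times: 1 h preincubation, 2 h reaction. Buffer or medium: Zinc-free HEPES pH 7.4 with 300 mM NaCl, 0.01% Triton X-100. Also added: DEVD-pNA substrate. Benchmarks: DMSO wells as 0%, DMSO with 5 µM added PC-7 as 100%.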
PP1 inh = PP1-alpha phosphatase inhibitors, primary screen, counter-screen for PP5 inhibitor project, biochemical, fluorescence, OMFP substrate, single point. Serine/threonine-protein phosphatase PP1-alpha catalytic subunit (Homo sapiens), P62136. purified PP1alpha. inhibition, % at 6.7 µM. hit rate 0.9% among 320,000. AID 2235, 2010;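 active = inhibition above the mean inhibition of all tested compounds plus 3 SD, computed separately for each screening campaign, cut at about 15% in these data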
PAFAH2 inh = PAFAH2 enzyme inhibitors, primary screen, biochemical, fluorescence polarization, human; inhibition, % at 3.39 µM; AID 492956, 2010; recombinant PAFAH2, FP-rhodamine activity probe; hit rate 0.99% among 340,000;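 active = inhibition above the mean over all tested compounds plus 3 SD, cut at about 30% in these data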;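 also: inhibitors block probe labeling of enzyme so polarization drops; 0% = enzyme with DMSO and 100% = wells lacking PAFAH2 protein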
CTSL1 counter = Fasciola hepatica cathepsin L1 inhibitors, primary screen, counter-screen for PFM18AAP inhibitor project, biochemical, QFRET, fluorogenic peptide substrate; recombinant F. hepatica cathepsin L1, Z-Leu-Arg-MCA fluorescence; inhibition, % at 5.96 µM; hit rate 0.49% among 300,000;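 active = inhibition above the mean of all tested compounds plus 3 SD, set per screening campaign, cut at about 17% in these data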;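 also: 0% = plate median of test compound wells and 100% = 1 µM Z-Phe-Ala-diazomethylketone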
proCasp3 act = activators of human procaspase-3 D3A mutant, primary screen, biochemical, absorbance, PC-3 D3A mutant, single concentration; recombinant procaspase-3 D3A, Ac-DEVD-pNA absorbance 405 nm; activation, % at 8.5 µM; hit rate 0.11% among 330,000; AID 463141, 2010;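 active = activation above the mean of all tested compounds plus 3 SD, cut at about 21% in these data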;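 also: 0% = DMSO alone and 100% = DMSO wells spiked with extra 5 µM PC-3 D3A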
Target sequence (P42574 whole entry D9A/D28A/D175A): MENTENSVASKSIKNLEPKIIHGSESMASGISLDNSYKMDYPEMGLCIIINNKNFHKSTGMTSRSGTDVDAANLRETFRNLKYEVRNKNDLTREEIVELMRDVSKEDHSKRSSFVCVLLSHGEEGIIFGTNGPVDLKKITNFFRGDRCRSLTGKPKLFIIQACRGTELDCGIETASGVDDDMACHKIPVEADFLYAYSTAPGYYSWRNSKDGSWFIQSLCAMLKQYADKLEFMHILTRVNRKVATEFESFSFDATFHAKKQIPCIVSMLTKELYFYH
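Assay system – Procaspase-3 D3A mutant, all three cleavage aspartates alanine · Controls – DMSO-only low control, 5 µM PC-3 D3A high control · Schedule – 1 h compound preincubation, 2 h substrate hydrolysis at 25 °C · Signal – 405 nm absorbance of p-nitroaniline, reads at 0 and 120 min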
core dimer inh = inhibitors of HCV core protein dimerization, primary screen, biochemical, TR-FRET, high-throughput; TR-FRET GST/Flag-core106 dimerization, 1536-well; inhibition, % at 5 µM; hit rate 0.33% among 300,000;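 active = inhibition above the mean of all tested compounds plus 3 SD, set per screening campaign, cut at about 45% in these data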
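Assay system – GST-tagged and Flag-tagged HCV core protein residues 1-106 · Quantity – core106 proteins, GST 13.5 nM and Flag 17 nM · Benchmarks – unlabelled core106 and no-GST-core106 wells · Read-out basis – percent inhibition of core106 dimerization signal · Detection – time-resolved FRET, ex 340 nm, em 617 and 671 nm · Schedule – 4 h at 22.5 °C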
* marks the source's active call; other numbers are inactive results; x = not tested or not shown.

SMILES | PP5 inh | TPT1 inh | AHR act | proCasp7 act | PP1 inh | PAFAH2 inh | CTSL1 counter | proCasp3 act | core dimer inh
CC1CN(C(=O)C(C)Sc2nnnn2C)CC(C)O1 (stereo not given) | -2.6 | 3.0 | -1.7 | 8.1 | -5.1 | 1.4 | -2.4 | -1.3 | 1.6
COc1ccc(C(C(=O)NCC2CCCO2)N(C(=O)CNC(=O)c2cccs2)c2ccc(NC(C)=O)cc2)cc1OC (stereo not given) | -0.2 | -2.2 | 3.2 | -3.5 | -3.4 | 1.4 | -2.6 | 1.0 | -3.2
CCC(C)N=C1SCC(C)(/C=N/O)S1 (stereo not given) | 1.4 | -3.5 | 0.5 | 6.3 | 3.5 | 1.4 | -3.7 | -6.7 | -4.0
O=c1c2ccccc2c(C=Nc2ccc(Cl)cn2)c(O)n1-c1cc(Cl)ccc1N1CCOCC1 | -4.9 | 8.6 | -5.8 | 1.2 | -3.9 | -3.4 | 1.7 | -3.3 | 7.4
Cc1c(Cl)cccc1NC(=O)C1CCN(c2cnccn2)CC1 | -2.7 | -4.2 | 0.8 | -3.7 | 0.3 | -1.5 | 8.1 | -0.5 | -13.1
CC(C)NC(=O)c1sc(=S)n2c1[nH]c(=O)c1ccc(C(=O)NCCc3ccc(Cl)cc3)cc12 | 2.3 | -0.4 | 0.3 | -12.8 | -0.4 | 9.9 | -1.4 | 2.1 | -6.3
O=C(Nc1cccc(Cl)c1N1CCCCC1)c1ccc(N2CCOCC2)c([N+](=O)[O-])c1 | 2.6 | -2.4 | -0.1 | -3.4 | -1.1 | 5.1 | -3.0 | -1.9 | -5.1
O=S(=O)(NCCc1ccccn1)c1ccc(F)c(F)c1 | 0.2 | -1.6 | 1.2 | 4.7 | -4.7 | 4.9 | -3.5 | 6.5 | -1.8
C=CCN1C=C/C(=C\C=C(C#N)C#N)c2ccccc21 | 8.1 | 15.7 | 53.3* | -0.7 | 6.2 | -69.4 | 0.1 | -2.8 | -27.2
CCc1ccc(OCC(=O)Nc2ccc(-c3nc4ccccc4o3)c(O)c2)cc1 | 1.4 | 0.8 | 6.1 | -2.7 | -7.3 | -1.1 | -1.9 | -18.2 | 33.8
Cc1nc(SCC(=O)NC2CCS(=O)(=O)C2)c2c3c(sc2n1)CCC3 (stereo not given) | x | x | 5.5 | 13.3 | x | 1.0 | x | 7.6 | x
CCOC(=O)c1c(NC(=O)CSc2nnc(-c3cccnc3)o2)sc(C)c1C | 0.3 | 0.3 | -0.4 | 18.9 | 1.4 | 1.5 | -6.5 | 7.4 | 0.3

Gathered by group, the entries above with an aryl thioether with sulfur outside any ring
SMILES | PP5 inh | TPT1 inh | AHR act | proCasp7 act | PP1 inh | PAFAH2 inh | CTSL1 counter | proCasp3 act | core dimer inh
CC1CN(C(=O)C(C)Sc2nnnn2C)CC(C)O1 (stereo not given) | -2.6 | 3.0 | -1.7 | 8.1 | -5.1 | 1.4 | -2.4 | -1.3 | 1.6
Cc1nc(SCC(=O)NC2CCS(=O)(=O)C2)c2c3c(sc2n1)CCC3 (stereo not given) | x | x | 5.5 | 13.3 | x | 1.0 | x | 7.6 | x
CCOC(=O)c1c(NC(=O)CSc2nnc(-c3cccnc3)o2)sc(C)c1C | 0.3 | 0.3 | -0.4 | 18.9 | 1.4 | 1.5 | -6.5 | 7.4 | 0.3

Next part.
SMILES | PP5 inh | TPT1 inh | AHR act | proCasp7 act | PP1 inh | PAFAH2 inh | CTSL1 counter | proCasp3 act | core dimer inh
O=C(NCCc1ccccc1)[C@@H]1CC=C[C@@H]2CCN(C3CCCCC3)C(=O)[C@@H]21 | -0.5 | -0.8 | 4.2 | -10.5 | -4.1 | -9.2 | -2.1 | 3.0 | 4.1
O=[N+]([O-])c1ccc(N(CC2CO2)S(=O)(=O)c2ccccc2)cc1 (stereo not given) | 4.2 | -0.1 | -0.9 | -2.4 | 1.5 | 3.9 | 4.4 | 2.1 | -1.6
Cc1cccc(NC(=O)NCC(F)(F)F)n1 | 2.5 | 0.4 | 0.8 | -4.2 | -0.7 | -5.9 | -0.8 | -8.6 | -2.5
COc1ccc(Br)c(-c2nnc(CS(=O)(=O)c3ccccc3)o2)c1 | 1.0 | 1.8 | 28.2 | -3.8 | -2.6 | -1.3 | -1.1 | -4.8 | 7.2
COc1ccc(CNC(=O)COC(=O)[C@H](Cc2c[nH]c3ccccc23)NC(=O)c2cccs2)cc1 | -2.0 | -2.4 | 2.5 | 5.4 | 3.0 | 0.6 | -18.9 | -6.1 | 6.0
CCn1ncc(S(=O)(=O)N2CCN(c3cccc(OC)c3)CC2)c1C | -0.1 | 3.2 | 1.0 | 6.9 | -0.3 | -0.9 | -1.1 | -0.7 | -0.6
COc1cccc(NC(=O)C(=O)N/N=C/c2ccc3c(c2)OCO3)c1 | -1.7 | 1.1 | 2.1 | 7.3 | 0.9 | -3.8 | 2.5 | 3.9 | 8.6
O=C(c1ccc(F)cc1)N1CCN(Cc2ccccc2)CC1 | 2.3 | -2.1 | -0.6 | 11.1 | 2.7 | 6.4 | 4.6 | 5.3 | -9.2
CC(C)C(=O)Nc1ccc(NC(=O)c2ccc3c(c2)OCO3)cc1 | -0.8 | 1.1 | -11.4 | 2.6 | 0.5 | -3.5 | 3.1 | 1.6 | 7.8
Cc1[nH]c(=S)[nH]c(=O)c1CCOc1ccccc1 | 3.4 | -1.5 | -0.8 | 7.0 | -1.9 | -2.6 | 3.0 | -3.1 | 1.3
CCN(CC(=O)Nc1ccc(NC(C)=O)cc1)C(=O)C1CCCC1 | -1.1 | x | 0.4 | -2.2 | -3.7 | -3.3 | x | 15.5 | x
CCCCn1cnc(C(=O)OCC)c1N | -1.0 | -2.5 | 2.4 | 9.6 | -2.6 | -5.4 | -0.5 | -0.2 | 0.8
CCCCn1c(N)c(N(CCOC)C(=O)C(C)N2C(=O)c3ccccc3C2=O)c(=O)[nH]c1=O (stereo not given) | -0.1 | 0.6 | 0.1 | 3.1 | -1.5 | 4.5 | -0.4 | 1.3 | 0.2
Oc1ccccc1CNCCCNCc1ccccc1O | 1.7 | 4.4 | 1.3 | 5.0 | 1.3 | -8.4 | -2.0 | 8.2 | -12.6
Cc1cc(NS(=O)(=O)c2ccc(NC(=O)Nc3ccccc3)cc2)no1 | -0.7 | -3.3 | 0.2 | 5.0 | -2.9 | -7.0 | 1.0 | -5.6 | 6.7
CCCn1c(SCC(=O)NCCc2ccccc2)nnc1C(C)C | -2.5 | -1.4 | 2.8 | 2.3 | -2.8 | -3.3 | -0.9 | -0.6 | -3.2
Cc1cccc(NC(=O)CN2NS(=O)(=O)c3ccccc3C2=O)c1 | -0.6 | 0.4 | 2.8 | 9.4 | -0.2 | -6.9 | 0.0 | 7.6 | -0.8
CCC(C)c1ccc(NC(=O)COC(=O)C2=COCCO2)cc1 (stereo not given) | 1.1 | -4.3 | 4.6 | 13.3 | -1.1 | 69.5* | -5.0 | 4.3 | -4.2
CCCCn1c(Nc2ccccc2)nc2ccccc21 | -0.8 | -3.4 | 2.9 | 2.0 | 2.3 | 0.8 | 4.2 | -5.0 | -1.2
NC(=O)c1ccccc1NC(=O)CCN1C(=O)c2ccccc2C1=O | 0.3 | 0.8 | -0.5 | 1.5 | 1.3 | 8.0 | -0.2 | -0.5 | -2.7
CSc1nnc(-c2sc3cc(C(F)(F)F)cnc3c2-c2cccnc2)n1C | 2.5 | -0.9 | 0.2 | 4.8 | -2.6 | -1.3 | -2.2 | 7.9 | 6.4
Cc1nc2ccc(S(=O)(=O)NCC(=O)N3CCc4ccccc4C3)cc2s1 | -1.8 | -2.8 | -0.9 | -7.2 | -0.8 | 3.9 | 2.5 | 10.6 | -3.9
COc1ccc(CNc2nc3c(c(=O)[nH]c(=O)n3C)n2CCCc2ccccc2)cc1 | 0.7 | -1.4 | 2.0 | 4.2 | 0.8 | 0.2 | 8.4 | 0.0 | 5.9
CC(C)(C)NC(=O)C(c1ccc(Cl)cc1)N(CCO)C(=O)c1snc(C(N)=O)c1N (stereo not given) | 1.7 | 1.8 | -2.5 | -4.8 | -1.1 | -4.1 | -2.7 | -6.8 | -4.9
Cc1nn(-c2ccccc2)c(Cl)c1/C=N/NC(N)=O | 2.1 | 2.8 | 0.2 | -6.5 | -0.4 | 0.6 | -1.9 | -6.6 | 0.9
COc1ccc(/C=C2\C(=N)N3N=C(CC(=O)N4CCCCC4)SC3=NC2=O)cc1 | 1.1 | 2.2 | 0.8 | -11.8 | -0.7 | -9.7 | 0.1 | -0.8 | -3.1
S=c1[nH]nc(-c2ccncc2)n1CC1CCCO1 (stereo not given) | 0.0 | -1.6 | -0.6 | -9.5 | -2.1 | -3.5 | 1.1 | 1.7 | 8.2
CON(C)S(=O)(=O)c1cccc(C(=O)Oc2ccc(N(C)S(=O)(=O)c3ccccc3)cc2)c1 | 0.7 | -3.7 | 1.0 | -11.0 | 2.0 | -9.5 | 1.2 | 1.1 | -3.9
CCOC(=O)C1=C(N)Oc2ccc3ccccc3c2C1c1ccc(O)cc1 (stereo not given) | 3.2 | -3.0 | 18.6 | 8.9 | 7.2 | -3.6 | -1.6 | -7.7 | -5.8
CC(=O)Nc1nnc(SCC(=O)c2ccc3c(c2)Cc2ccccc2-3)s1 | -5.8 | 0.0 | 3.2 | 4.1 | -0.1 | -10.0 | -2.7 | -2.6 | -50.0
CN1C(=O)CC2(CC(=O)N(Cc3ccccc3)C2)C1=O (stereo not given) | -0.8 | -6.3 | 2.0 | 3.5 | -3.0 | -1.5 | -2.9 | -13.2 | -4.3
COc1ccccc1/C=C/C(=O)NC(=S)NC(C)C | -9.8 | -4.0 | 67.8* | -14.7 | -5.3 | 0.7 | 7.8 | -2.2 | -7.2
Cc1ccccc1C(=O)NNc1ccc([N+](=O)[O-])cc1 | -0.3 | 2.0 | -3.3 | 7.2 | -2.3 | -6.7 | 5.2 | -0.9 | 1.5
O=C(N/C(=C/c1cccnc1)C(=O)N1CCOCC1)c1ccccc1F | -1.8 | 0.1 | 2.5 | 9.0 | -4.0 | -8.3 | 0.7 | -14.0 | 0.5
CCN(CCCNC(=O)CCNC(=O)Cn1cnc2ccccc2c1=O)c1cccc(C)c1 | 3.4 | -0.7 | 2.7 | 9.7 | -4.5 | 1.6 | -0.6 | -2.8 | -14.2
COC(=O)CCS(=O)(=O)c1ccc(Cl)cc1 | -0.4 | -0.7 | -1.1 | -2.2 | -3.1 | 1.6 | 1.7 | 7.1 | -8.2
